Bioassay records as filed in PubChem BioAssay.
DDE Tn6 FP inh – inhibitors of Tn6 peptide binding to fibrin DD(E), primary screen, biochemical, fluorescence polarization, human fibrin, Tn6 probe | Fibrinogen beta chain (Homo sapiens), P02675 | Fibrin DD(E) TRITC-Tn6 fluorescence polarization displacement | inhibition, % at 8.3 µM | hit rate 0.21% among 370,000 | AID 720509, 2013;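 active = inhibition above a per-campaign cutoff: mean of compounds within control limits plus 3 SD, cut at about 15% in these data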;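 also: 0% = median of all compound wells on the plate and 100% = blocking peptide control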
UHRF1 MBD2 ctr – UHRF1 methylated DNA binding inhibitors, primary screen, counter-screen for MBD2 inhibitor project, biochemical, TR-FRET, human UHRF1, single concentration; AID 687016, 2013; inhibition, % at 4.4 µM; hit rate 0.75% among 370,000; UHRF1 binding to methylated oligo; E3 ubiquitin-protein ligase UHRF1 (Homo sapiens), Q96T88; in the data active = inhibition above about 21%;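 also: UHRF1 SRA domain binding a hemimethylated CpG hairpin DNA probe; 0% = median of test compound wells and 100% = reference inhibitor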
PLCg1 inh – PLC-gamma1 enzyme inhibitors, primary screen, biochemical, fluorescence, purified enzyme | hit rate 0.84% among 370,000 | inhibition, % at 12.2 µM | fluorogenic substrate | 1-phosphatidylinositol 4,5-bisphosphate phosphodiesterase gamma-1 (Homo sapiens), P19174 | AID 720700, 2013; in the data active = inhibition above about 9.5%
Target sequence (P19174 whole entry, looked up): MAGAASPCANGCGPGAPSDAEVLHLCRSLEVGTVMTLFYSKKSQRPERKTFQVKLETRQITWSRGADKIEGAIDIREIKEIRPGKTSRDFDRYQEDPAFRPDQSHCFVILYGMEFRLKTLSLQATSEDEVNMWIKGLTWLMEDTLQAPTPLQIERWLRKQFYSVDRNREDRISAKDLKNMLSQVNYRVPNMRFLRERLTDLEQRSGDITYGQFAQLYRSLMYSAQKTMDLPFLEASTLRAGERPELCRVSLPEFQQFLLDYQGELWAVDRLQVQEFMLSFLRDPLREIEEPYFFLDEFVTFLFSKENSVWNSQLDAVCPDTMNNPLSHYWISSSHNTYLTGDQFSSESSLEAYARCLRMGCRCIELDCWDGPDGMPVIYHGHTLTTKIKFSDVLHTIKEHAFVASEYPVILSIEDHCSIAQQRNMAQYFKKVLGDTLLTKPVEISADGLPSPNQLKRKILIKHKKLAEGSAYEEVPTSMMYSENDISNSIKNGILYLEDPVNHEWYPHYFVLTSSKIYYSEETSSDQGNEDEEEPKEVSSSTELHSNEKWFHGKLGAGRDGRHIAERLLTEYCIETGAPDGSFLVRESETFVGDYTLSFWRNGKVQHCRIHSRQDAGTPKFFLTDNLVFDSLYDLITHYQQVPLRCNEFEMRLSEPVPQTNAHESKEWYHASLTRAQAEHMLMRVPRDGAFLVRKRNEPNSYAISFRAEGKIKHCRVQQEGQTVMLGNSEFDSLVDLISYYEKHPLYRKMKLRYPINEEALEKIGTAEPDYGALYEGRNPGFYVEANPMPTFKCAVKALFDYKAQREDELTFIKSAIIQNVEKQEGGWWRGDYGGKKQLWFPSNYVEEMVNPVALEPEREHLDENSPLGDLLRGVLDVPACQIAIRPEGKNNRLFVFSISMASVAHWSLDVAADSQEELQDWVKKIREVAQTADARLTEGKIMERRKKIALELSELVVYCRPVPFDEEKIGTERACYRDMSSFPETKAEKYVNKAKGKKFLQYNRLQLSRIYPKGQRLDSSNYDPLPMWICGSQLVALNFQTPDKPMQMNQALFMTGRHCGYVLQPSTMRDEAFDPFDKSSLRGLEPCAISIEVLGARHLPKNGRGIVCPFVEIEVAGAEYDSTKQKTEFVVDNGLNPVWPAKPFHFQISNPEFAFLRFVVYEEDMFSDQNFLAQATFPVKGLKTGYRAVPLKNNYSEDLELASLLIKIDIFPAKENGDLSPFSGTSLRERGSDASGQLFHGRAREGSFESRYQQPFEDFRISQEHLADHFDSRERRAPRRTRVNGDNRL
Rev-erbA mod – modulators of Rev-erb alpha DNA binding, primary screen, biochemical, FITC-DNA, fluorescence polarization, uHTS; Nuclear receptor subfamily 1 group D member 1 (Homo sapiens), P20393; Rev-erbα–FITC-DNA binding, 90 min; activity, % at 10 µM; hit rate 0.79% among 370,000;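 active = activity above about 14%, limit read from the data; passing the limit was not always enough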;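 also: 0% = DMSO wells with 35 nM protein and 100% = DMSO wells with 750 nM protein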
KLK7 zymogen act – proKLK7 zymogen activators, primary screen, biochemical, fluorescence intensity; Kallikrein-7 (Homo sapiens), P49862; purified proKLK7, EDANS-DABCYL substrate fluorescence; 100% is mature enzyme control, 0% vehicle; activation, % at 7 µM; hit rate 0.9% among 370,000;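 active = activation above the mean of all tested compounds plus 3 SD, computed per campaign excluding outliers beyond control limits, cut at about 13% in these data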
Tn7 DDE FP – inhibitors of Tn7 peptide binding to fibrin DD(E), primary screen, biochemical, fluorescence polarization, human fibrin, Tn7 probe | FP displacement of FITC-Tn7 peptide from fibrin DD(E); 0% = median of compound wells per plate | inhibition, % at 8.3 µM | hit rate 0.13% among 370,000 | AID 720508, 2013;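 active = inhibition above the mean of compounds falling within the control limits plus 3 SD of them, cut at about 14% in these data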;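 also: 0% = plate median of compound wells and 100% = 10 µM Aha-Tn7 peptide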
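Also added: labelled Tn7 tracer, 0.1 µM; Assay system: human fibrin DD(E) protein; Amount: 2 µM fibrin DD(E); Schedule: 10 min compound pre-incubation, 3 h probe incubation at room temperature; Repeats: one replicate per compound; Read-out basis: percent inhibition; Measured by: fluorescence polarization of the labelled Tn7 tracer.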
ARFGAP1 inhibitor – inhibitors of rat ARFGAP1 GAP activity, primary screen, biochemical, fluorescence polarization, GDP tracer; AID 651572, 2012; inhibition, % at 16.5 µM; hit rate 0.26% among 360,000; Arfgap1-stimulated ARF1 GTP hydrolysis, GDP FP detection; ADP-ribosylation factor GTPase-activating protein 1 (Rattus norvegicus), Q62848;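 active = inhibition above a per-plate limit, mean inhibition of low control wells plus 3 SD, cut at about 25% in these data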;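 also: 0% = DMSO wells with enzyme and 100% = wells lacking Arfgap1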
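system = rat Arfgap1 catalytic domain, aa 1-136 | technique = FP, GDP Alexa 633 tracer displaced from anti-GDP antibody, 620/688 nm | compound = one concentration, 16.5 µM, DMSO 1.26% | medium = HEPES-based buffer, pH 7.5 | timing = compound-enzyme preincubation 20 min, reaction 120 min, detection 60 min, 25 °C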
sPLA2-III inh – human group III sPLA2 inhibitors, primary screen, biochemical, QFRET, BODIPY PC-A2 liposome substrate | hit rate 0.56% among 370,000 | QFRET BODIPY PC-A2 liposome hydrolysis, fluorescence | inhibition, % at 12.2 µM;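 active = inhibition above mean plus 3 SD of compounds lying within the high and low control bounds, cut at about 19% in these data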;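 also: 0% = median of test compound wells and 100% = no enzyme DMSO wells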
ASAP1 inh – inhibitors of human ASAP1 ArfGAP activity, primary screen, biochemical, fluorescence polarization; inhibition, % at 16.5 µM; AID 624377, 2012; hit rate 0.19% among 360,000; Arf-GAP with SH3 domain, ANK repeat and PH domain-containing protein 1 (Homo sapiens), …; ASAP1-stimulated ARF1 GTP hydrolysis, GDP FP detection; in the data active = inhibition above about 25%;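 also: 0% = vehicle with enzyme and substrate and 100% = no enzyme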
PLC-beta3 inh – human PLC-beta3 inhibitors, primary screen, biochemical, fluorescence. 1-phosphatidylinositol 4,5-bisphosphate phosphodiesterase beta-3 (Homo sapiens), Q01970. Purified PLC-beta3, fluorogenic substrate. inhibition, % at 12.2 µM. hit rate 0.18% among 370,000. AID 720704, 2013; in the data active = inhibition above about 11%;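 also: 0% = median of compound wells on plate and 100% = full blocker control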
Active calls of the source: *; i = inactive; x = no result given. The order is random, and some 4.5% of all compounds hit somewhere here.

SMILES	DDE Tn6 FP inh	UHRF1 MBD2 ctr	PLCg1 inh	Rev-erbA mod	KLK7 zymogen act	Tn7 DDE FP	ARFGAP1 inhibitor	sPLA2-III inh	ASAP1 inh	PLC-beta3 inh
Cc1ccc(C(=O)Nc2cccnc2)cc1S(=O)(=O)N1CCCC1	3	-1	2	3	0.1	5	-3	-2	1	-5
C=C(C)CNC(=O)c1ccc(OC2CCN(S(=O)(=O)N(C)C)CC2)cc1	4	1	7	11	0.1	-2	14	1	-11	1
COc1cc(C(=O)NCc2ncccc2C)ccc1OC1CCN(C(C)=O)CC1	-1	13	0	-5	-0.3	0	3	4	7	-6
Cn1cc(CN2CCN(c3cnccn3)CC2)c(-c2cccc(Cl)c2)n1	7	-1	-9	-1	1.1	0	-6	0	-1	-8
CN1C(=O)C(=C2CCCCCC2)SC1=S	9	0	1	2	-0.1	0	-10	1	-8	5
CC(C)(C)c1ccc(S(=O)(=O)CC(O)CSc2nc3c(cc2C#N)CCCC3)cc1 (stereo not given)	-6	2	2	6	-0.8	-7	12	-2	8	2
CCN(C(=O)CSc1nnc(-c2ccccc2)o1)c1c(N)n(Cc2ccccc2)c(=O)[nH]c1=O	4	0	2	3	0.5	-2	-1	5	-4	-1
O=C(/C=C/c1ccccc1)N/C(=C/c1ccccc1)C(=O)Nc1ccc(C(=O)O)cc1	-1	2	-6	-2	0.5	-3	6	11	10	-3
N#Cc1ccc(C(=O)NN2C(=O)NC3(CCCCC3)C2=O)cc1	1	10	-4	-2	0.5	2	-15	-6	1	0
CCOc1ccc(CCNC(=O)CCn2ccc3cc(S(=O)(=O)N4CCCC4)ccc32)cc1	-1	1	-1	-3	0.7	-8	5	-16	10	-2
COc1ccccc1Oc1coc2c(CN3CCOCC3)c(O)ccc2c1=O	-2	0	i	-2	193*	2	-4	3	13	i
CCCN1CCc2c(sc(NC(=S)NC(=O)c3ccccc3)c2C#N)C1	-4	17	-155	3	2.5	-10	12	1	-5	-236
COc1cccc(-c2c(C(=O)N/N=C(\C)c3cccs3)nnn2-c2nonc2N)c1	2	-3	0	6	0.2	6	-12	-12	-4	-15
Cc1ccc(-c2nnc(Nc3ccc(OCC(N)=O)cc3)c3ccccc23)cc1S(N)(=O)=O	8	-1	-10	-11	0.8	-1	-8	-3	4	-16
CCN(CC(=O)NC)S(=O)(=O)c1ccc(C)cc1	7	0	-1	-4	-0.1	-10	6	0	8	-2

An excerpt from above with just DDE Tn6 FP inh, ASAP1 inh and UHRF1 MBD2 ctr.
mol	DDE Tn6 FP inh	ASAP1 inh	UHRF1 MBD2 ctr
CCN(C(=O)CSc1nnc(-c2ccccc2)o1)c1c(N)n(Cc2ccccc2)c(=O)[nH]c1=O	4	-4	0
Cc1ccc(-c2nnc(Nc3ccc(OCC(N)=O)cc3)c3ccccc23)cc1S(N)(=O)=O	8	4	-1

Next section:
SMILES	DDE Tn6 FP inh	UHRF1 MBD2 ctr	PLCg1 inh	Rev-erbA mod	KLK7 zymogen act	Tn7 DDE FP	ARFGAP1 inhibitor	sPLA2-III inh	ASAP1 inh	PLC-beta3 inh
CS(=O)(=O)N(CCCC(=O)N1CCCCCC1)c1cccc(Cl)c1	-2	2	3	-4	0.1	1	13	5	12	-7
O=C(NC(=S)N1CCc2ccccc21)c1ccccc1Cl	4	-2	0	0	-0.1	4	3	17	6	-4
CCc1nnc(NC(=O)CSc2nnc(Cc3ccccc3)n2Cc2ccccc2)s1	5	2	3	-4	-0.2	4	-5	-6	-10	1
COCCCN=Cc1c(C)[nH]n(-c2ccc(Br)c(C)c2)c1=O	8	-1	1	-2	-0.8	0	-2	-3	-3	3
Cc1onc(-c2ccccc2)c1C(=O)O/N=C(\N)c1ccc([N+](=O)[O-])o1	-11	0	0	-4	0.2	3	1	11	6	-5
Oc1ccc(Cl)cc1C=Nc1ccc2c3c(cccc13)CC2	5	-3	i	-1	-24	3	-1	-102	7	i
CCSc1ncc(C#N)c(N)n1	-2	-1	5	2	0.1	0	4	2	5	5
CCOC(=O)C(=O)NCC(c1cccs1)S(=O)(=O)c1ccc(C)cc1 (stereo not given)	-5	4	4	6	0.4	-6	10	13	1	3
O=C(CSc1nccn(-c2ccc(F)c(F)c2)c1=O)NC1CCCC1	-7	-1	-23	-7	0.2	-6	3	0	8	-27
CCOC(=O)C1(C)CCN1C(=O)c1cc(-c2ccc(Cl)cc2)oc1C (stereo not given)	-8	-1	0	-9	-1.1	10	-9	-9	-18	0
O=C(Nc1ccc(C(O)(C(F)(F)F)C(F)(F)F)cc1)c1c(F)cccc1F	-2	2	1	-7	x	-2	x	-24	x	2
N#CCC(=O)NCCCc1ccccc1	0	0	-1	-3	-0.7	-2	-8	1	-5	2
Cc1ccc(-n2c(SCc3ccc([N+](=O)[O-])cc3)nc3ccccc3c2=O)cc1	1	-3	-2	-2	0.1	10	-4	2	8	-1
COC(=O)C1CCN(CC(N)=O)CC1	-3	-1	0	1	0.2	-2	13	2	-7	5
CCCCn1c(N)c(N(CCOC)C(=O)c2cccc(S(=O)(=O)N(CC)c3ccccc3)c2)c(=O)[nH]c1=O	1	-3	0	-4	0.4	1	4	-3	4	-5
COc1cc(OC)c(S(=O)(=O)Nc2ccc(C)cn2)cc1NC(C)=O	6	-7	0	-5	0.4	3	7	2	11	5
CC(C)(C)C(=O)Nc1ccc(-c2csnn2)cc1	-9	-2	3	-4	0.4	5	8	-3	1	-4
O=C(C[C@@H]1C[C@H]2c3cc(NC(=O)Nc4ccccc4F)ccc3O[C@H]2[C@H](CO)O1)NCC(F)(F)F	4	-3	1	0	0.1	6	-1	-6	-3	2
CCOC(=O)c1ccccc1NC(=O)C=C(C)C	-1	-2	3	-6	0.1	-2	2	-4	7	3
Oc1ccc(-c2nc3ccccc3s2)cc1	5	-3	-84	0	-21	1	12	-24	3	-112
CCOC(=O)N1CCC(NCCNC(=O)c2ccccc2Cl)CC1	-1	-2	-1	-4	0.0	-2	-4	-4	-6	2
CN1C(=O)C2C(c3ccc(N(C)C)cc3)=NN(Cc3ccccc3)C2C1=O (stereo not given)	9	-2	-2	1	24*	2	8	-30	-3	-13
N#CC(c1ccc(Cl)nn1)c1ccccc1Cl (stereo not given)	3	3	7	0	-0.1	6	-5	13	-11	10
CC[C@@]1(c2ccccc2)C(=O)N(C(=O)OC)N1C(=O)OC	3	-6	1	-1	0.8	4	2	6	-14	0
CCNC(=O)Nc1ccccc1C(=O)OC	0	0	-5	-7	-7.3	4	0	5	3	-9
COc1ccccc1NS(=O)(=O)c1cc(NC(=O)CCC2CCCC2)ccc1N1CCOCC1	-11	2	3	1	0.1	0	8	4	-1	-4
CCN(CC)CCCNC(=O)C1c2cc(OC)c(OC)cc2C(=O)N(C)C1c1cccnc1 (stereo not given)	1	0	-1	0	0.4	-4	-15	-2	17	-6
O=S(=O)(c1ccc2nc(Cc3ccccc3)[nH]c2c1)N1CCOCC1	-2	6	4	-5	0.3	-6	-3	-5	-7	9
COc1ccc(C)cc1NC(=O)Nc1ccccc1	-5	4	2	-3	0.5	4	10	-5	-12	-2
Cc1ccc(-c2noc(CSc3nnc(Cc4ccccc4)n3-c3cccc(C)c3)n2)cc1	1	1	2	-5	0.4	0	-8	-24	-8	1
Cc1ccc(CN2CCCCC(NC(=O)c3ccccc3)C2=O)cc1 (stereo not given)	6	0	-1	-1	0.4	-1	x	-2	x	-1
O=c1[nH]c(/C=C/c2ccccn2)nc2ccccc12	-2	-3	-34	-2	2.8	-4	21	5	3	-64
CCCCC1CC(/C(C)=N/NC(N)=O)OC1=O (stereo not given)	-2	4	-2	8	-2.0	7	11	5	-4	-4
C#CCOC(=O)c1cc(Cl)c(=O)n(Cc2ccc(Cl)cc2Cl)c1	-7	-2	0	5	0.0	-10	-1	2	-10	-7
C/C(=N/NS(=O)(=O)c1ccc(C)cc1)c1cccc(NC(=O)c2cccc(Cl)c2)c1	-7	0	1	3	-1.0	-9	6	-8	24	0
COc1ccc(C(=O)NCC(=O)N/N=C/C=C/c2ccccc2)cc1OC	-3	-3	-3	-3	0.3	4	0	3	21	3
COC(=O)Nc1nncs1	3	-3	1	-2	0.5	-2	9	-1	-4	-4
CCC(=O)NNc1ccc(Br)cc1	5	-1	-4	3	0.1	6	4	-1	-3	-2
O=C(CC1SC(N2CCOCC2)=NC1=O)Nc1ccc(F)cc1 (stereo not given)	2	0	4	-2	-0.3	0	11	14	4	-1
CCc1ccc2[nH]c(=O)c(-c3ccccc3)c(O)c2c1	-8	0	-10	8	0.0	6	-8	-4	2	-14
CC1(C)CC(=O)C(C(C#Cc2ccccc2)C2=C(O)CC(C)(C)CC2=O)=C(O)C1	4	3	-4	-1	-0.1	-4	6	0	5	-2
CC(=O)c1cccc(NC(=S)NNC(=O)c2ccco2)c1	4	-7	1	0	-0.7	5	-9	8	5	4
OCC1OC(n2ccc3c(SCc4ccccc4)ncnc32)C(O)C1O (stereo not given)	-7	2	5	-2	0.1	1	-8	4	0	-10
CC1CN(C2CCN(S(=O)(=O)c3ccccc3)CC2)CC(C)O1 (stereo not given)	1	11	1	2	-0.1	0	7	9	-4	5
COc1ccc(-n2c(SCC(=O)Nc3ccc(S(=O)(=O)Nc4nccs4)cc3)nnc2-c2cccs2)cc1	-4	1	-11	-6	-0.9	3	x	-43	x	-17
CC(C)NC(=O)N[C@@H]1C[C@@H]2O[C@H](CO)CC[C@@H]2O[C@@H]1CCc1ccc(-c2ccccc2F)cc1	-4	2	2	0	0.4	2	x	-2	x	-1
CCOc1ccc(-n2cc(C(=O)Nc3cccc(C)n3)c3cc(OC)c(OC)cc3c2=O)cc1	-3	-6	0	35*	-0.5	9	2	-2	14	1
CCOc1ccc(NC(=S)NNc2ccnc3cc(Cl)ccc23)cc1	-4	2	-21	4	0.5	-10	0	-7	6	-38
